# ROC1-CUL1 inh: inhibitors of human ROC1-CUL1 ubiquitin ligase activity | in vitro K48 di-Ub FRET, acceptor:donor ratio, 45 min | AID 1347404, 2020 | E3 ubiquitin-protein ligase RBX1 (Homo sapiens) + Cullin-1 (Homo sapiens), P62877+Q13616 | inhibition, % at 10 µM | 0.6% of 140,000 active; in the data active = inhibition above about 25%
# Target sequence (P62877 whole entry, looked up): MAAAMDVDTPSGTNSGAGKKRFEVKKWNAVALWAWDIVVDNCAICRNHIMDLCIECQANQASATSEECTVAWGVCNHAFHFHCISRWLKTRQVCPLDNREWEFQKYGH
# Target sequence (Q13616 whole entry, looked up): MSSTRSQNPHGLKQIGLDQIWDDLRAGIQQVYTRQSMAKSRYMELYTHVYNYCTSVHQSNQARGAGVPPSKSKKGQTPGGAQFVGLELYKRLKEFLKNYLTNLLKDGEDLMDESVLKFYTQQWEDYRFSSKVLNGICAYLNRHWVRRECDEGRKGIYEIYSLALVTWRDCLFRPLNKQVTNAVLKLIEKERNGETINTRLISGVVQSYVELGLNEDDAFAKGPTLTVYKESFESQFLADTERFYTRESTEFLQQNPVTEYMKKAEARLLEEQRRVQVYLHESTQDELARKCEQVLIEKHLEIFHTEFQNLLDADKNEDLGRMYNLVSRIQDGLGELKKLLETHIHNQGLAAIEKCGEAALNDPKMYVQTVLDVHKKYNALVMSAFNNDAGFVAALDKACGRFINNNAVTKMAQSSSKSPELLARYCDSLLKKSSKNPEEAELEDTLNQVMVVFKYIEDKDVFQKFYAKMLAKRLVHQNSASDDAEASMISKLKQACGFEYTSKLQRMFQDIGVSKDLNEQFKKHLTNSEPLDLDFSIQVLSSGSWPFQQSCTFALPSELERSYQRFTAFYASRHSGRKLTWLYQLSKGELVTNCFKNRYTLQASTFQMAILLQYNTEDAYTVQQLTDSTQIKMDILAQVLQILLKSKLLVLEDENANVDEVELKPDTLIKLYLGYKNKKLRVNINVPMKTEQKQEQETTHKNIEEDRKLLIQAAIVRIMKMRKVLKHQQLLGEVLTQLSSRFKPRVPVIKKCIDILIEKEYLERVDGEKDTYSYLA
# Numbers without * were called inactive; & = joins results of further samples. These rows are one share of the data. The share of hits here may be higher or lower than overall.
entry	Compound	ROC1-CUL1 inh
1	Cc1noc(-c2ccc(-c3noc(-c4ccc(F)cc4)n3)cc2)n1	-10
2	CC(C)Cn1c(C(C)NC(=O)C(C)(C)C)nc2ccccc21 (stereo not given)	-4
3	O=C(Nc1c2c(nc3ccccc13)CCCC2)c1ccccc1Br	6
4	Cc1ccc(NC(=O)c2ccc(NC(=O)N3CCSc4nc(C)cc(C)c43)cc2)c(Cl)c1	4
5	CC(=O)Nc1ccc(CN2CCOc3ccc(CN4CCN(c5ccc(F)cc5)CC4)cc3C2)cc1	4
6	O=C(NCCc1ccco1)c1cn(CC2CCCO2)nn1 (stereo not given)	3
7	COCc1[nH]nc2c1C(c1cccs1)C(C#N)C(=N)O2 (stereo not given)	-15
8	O=C(c1cc2c(s1)-c1ccccc1OC2)N1CCN(c2ccccc2F)CC1	-3
9	CCCCCc1ccc(-c2ccc(C3(O)CCC(=O)CC3)cc2)cc1	1
10	Cc1ccc2c(c1)nc(CN1CCN(c3ccc(F)cc3)CC1)n2C	0
11	CN(CC#CCC1(O)c2ccccc2-c2ccccc21)Cc1ccccc1	-4
12	CCCSc1nc2sc3c(c2c(=O)n1-c1ccc(C)c(Cl)c1)CCN(C(C)=O)C3	-10
13	N=C1/C(=C/c2ccc(-c3ccccc3)o2)C(=O)N=C2SC(c3ccccc3Cl)=NN12	4
14	COc1cccc(CNC(=O)CCC(=O)N2CC3CCCN3c3ccccc32)c1 (stereo not given)	-10
15	Cc1ccc(-c2nnc(-c3nnn(-c4ccc(F)cc4)c3C)o2)cc1	0

# Another view of some results above.
no.	ROC1-CUL1 inh	canonical_smiles
11	-4	CN(CC#CCC1(O)c2ccccc2-c2ccccc21)Cc1ccccc1
12	-10	CCCSc1nc2sc3c(c2c(=O)n1-c1ccc(C)c(Cl)c1)CCN(C(C)=O)C3
13	4	N=C1/C(=C/c2ccc(-c3ccccc3)o2)C(=O)N=C2SC(c3ccccc3Cl)=NN12

# (listing goes on)
entry	Compound	ROC1-CUL1 inh
16	CC(C)(C)c1nc2scc(-c3cccs3)c2c(=O)o1	-9
17	O=[N+]([O-])c1c(N2CCCC2)ncnc1N1CCCC1	3
18	Cc1csc2nc(COC(=O)c3ccc(NC(=O)C(C)Oc4ccccc4)cc3)cc(=O)n12 (stereo not given)	0
19	CC1=Nc2ncnn2C(c2cccc(O)c2)C1C(=O)Nc1ccccc1Cl (stereo not given)	-4
20	O=C(NC1(C(F)(F)F)NC(=O)N(CCc2ccccc2)C1=O)C1CC1 (stereo not given)	-1
21	Cc1cccc(C)c1NC(=O)c1nnn(-c2ccccc2Cl)c1C	-10
22	O=C1S/C(=C/c2ccccc2F)C(=O)N1CNc1cccc(C(F)(F)F)c1	-8
23	CC(=O)c1oc2nc3c(c(C)nn3-c3ccccc3)c(-c3cccs3)c2c1N	-13
24	Cc1ccc2nc(-c3ccccc3)cc(C(=O)Nc3ccc(Oc4cccc5ccccc45)cc3)c2c1	7
25	O=C(NC(=S)Nc1ccc2[nH]ncc2c1)c1ccccc1	2
26	O=C(C1CC1)N1CCC(Oc2ccc(C(=O)N3CCCO3)cc2)CC1	12
27	CCCCc1cc(=O)[nH]c(-c2cccc(CN3CCC(N(C)C)CC3)c2)n1	2
28	CCOc1ccc(CNC(=O)CCc2c(C)nn(-c3ccc(N4CCCCC4)nn3)c2C)cc1	0
29	O=C(Nc1cc(Oc2ccccc2)cc([N+](=O)[O-])c1)c1cc2nc(-c3cccs3)cc(C(F)(F)F)n2n1	13
30	Cc1ccc(C(=O)n2nc(-c3ccco3)nc2NCc2cccs2)cc1	2

# Sorted by value in ROC1-CUL1 inh (largest number first): some entries from above.
entry	SMILES	ROC1-CUL1 inh
26	O=C(C1CC1)N1CCC(Oc2ccc(C(=O)N3CCCO3)cc2)CC1	12
13	N=C1/C(=C/c2ccc(-c3ccccc3)o2)C(=O)N=C2SC(c3ccccc3Cl)=NN12	4
10	Cc1ccc2c(c1)nc(CN1CCN(c3ccc(F)cc3)CC1)n2C	0
12	CCCSc1nc2sc3c(c2c(=O)n1-c1ccc(C)c(Cl)c1)CCN(C(C)=O)C3	-10
23	CC(=O)c1oc2nc3c(c(C)nn3-c3ccccc3)c(-c3cccs3)c2c1N	-13
7	COCc1[nH]nc2c1C(c1cccs1)C(C#N)C(=N)O2 (stereo not given)	-15

# Next section
entry	Compound	ROC1-CUL1 inh
31	CC(C)(C)c1cc(-c2cccs2)cc(-c2cccs2)c1	5
32	c1ccc(-c2nnc(-c3ccco3)nc2N2CCCC2)cc1	-10
33	COc1cccc(C(=O)NCc2nc(NCCCc3ccccc3)c3ccccc3n2)c1OC	13
34	COc1cc(C(=O)Nc2ccc(NC(=O)c3ccc(C(C)(C)C)cc3)cc2)cc(OC)c1OC	1
35	COc1ccc(OC)c([C@@H](O)C2CCCCN2C(C)=O)c1 (stereo not given in full)	-3
36	COc1ccc(N(CC(=O)Nc2cc(OC)cc(OC)c2)S(=O)(=O)c2c(C)noc2C)cc1	9
37	CCC1(C)OCC(Cn2c3ccccc3c3ccccc32)O1 (stereo not given)	-4
38	CC(=O)C1=C(C)N(C)C(C)=C(C(C)=O)C1c1ccccc1	8
39	CC(C)(C)NS(=O)(=O)c1ccc(NS(=O)(=O)c2cc(Cl)ccc2Cl)cc1	-1
40	CCOC(=O)/C(=N/Nc1ccc(Cl)cc1)N1CCOCC1	7
41	O=C1CC2CCC(C1)N2c1ccccc1	-6
42	CC(C)CCNC(=O)C12CC3CC(CC(C3)C1)C2	-1
43	COc1c(Br)cc(/C=C2\SC(=O)NC2=O)cc1Br	-5
44	Cc1nn(-c2ccccc2)c2c1C(c1cccs1)C1C(=O)CC(C)(C)CC1=N2 (stereo not given)	-6
45	CCOC(=O)C1(Cc2cccc(OC)c2)CCCN(C(=O)Cn2cnnn2)C1 (stereo not given)	1
46	Cc1ccc(/C=C/c2cc3ccccc3s2)cc1	-1
47	CC(=O)Nc1ccc(C(=O)NNS(=O)(=O)c2ccc(C)cc2)cc1	-2
48	CC(C)NCC(O)COCCOc1ccc(Br)cc1 (stereo not given)	3
49	COc1cc(C2OC(=O)C3C(c4ccc(OC(C)=O)c(OC)c4)OC(=O)C23)ccc1OC(C)=O (stereo not given)	0
50	O=C(c1nn2c(C(F)(F)F)cc(-c3cccs3)nc2c1Br)N1CCOCC1	1
51	CC1C2CC(CC2(O)C#Cc2ccccc2)C1(C)C (stereo not given)	5
52	CC(C)(C)C(=O)Nc1cccc(Cl)c1N1CCOCC1	-1
53	Cc1cccn2c(=O)c3cc(C(=O)NC4CCCCC4)c(=N)n(C(C)C)c3nc12	6
54	Cc1ccccc1C(=O)Nc1cc(Cl)ccc1N1CCN(C(=O)C(C)C)CC1	4
55	CCOc1ccc(OCC)c(NS(=O)(=O)c2cc(-c3cnc(C)o3)ccc2OC)c1	-2
56	O=C1C(=O)N(C2CCCCC2)C(=S)N1C1CCCCC1	-11
57	Cc1cc(C)c2c(c1)-c1c(ssc1=Nc1ccc(S(=O)(=O)Nc3nccs3)cc1)C(C)(C)N2	-8
58	Cc1ccc(/C=N/N2C(=O)c3ccccc3C2=O)s1	-5
59	COc1ccc(-c2nsc(NC(=O)c3cccc(OC)c3)n2)cc1	3
60	Cc1ccc2cccc(OC(=O)c3cc(Br)ccc3Cl)c2n1	-4
61	CCN(CC)CCNC(=O)c1nn(-c2ccc(OC)c(Cl)c2)c(=O)c2c1c1ccccc1n2C	-2
62	CCC1(C)Cc2c(sc3nc(SCC(=O)c4ccccc4)nc(N)c23)CO1 (stereo not given)	-9
63	COc1ccc(CN(C)C(=O)CC2(c3ccccc3F)CC(=O)N(C3CCCCC3)C2=O)cc1OC (stereo not given)	5
64	Cc1ccc(NC(=O)N2CCN(Cc3nc4ccc(C)cc4o3)CC2)c(Cl)c1	3
65	CCOc1ccc(/C=C/C(=O)Nc2ccc3nc(N(CC)CC)cc(C)c3c2)cc1OC	-9
66	CCOC(=O)c1c(-c2ccccc2)oc2ccc(NS(=O)(=O)c3ccccc3)cc12	6
67	COc1ccc(CC2(CO)CCN(Cc3cnc(C)s3)CC2)cc1	-3
68	Cc1cc(OCC(=O)NC(Cc2c[nH]c3ccccc23)C(=O)O)ccc1Cl (stereo not given)	11
69	Cc1nn(CC(=O)NCCc2ccc(Cl)cc2)c(=O)c2cc3cc(F)ccc3n12	5
70	COC(=O)c1ccc(C(=O)OC)c(NC(=O)/C=C/c2ccc(C(C)(C)C)cc2)c1	1
71	CCCNCC1(O)CCCN(Cc2ccc(F)cc2)C1=O (stereo not given)	-6
72	CC1CCN(S(=O)(=O)c2ccc3nc(Nc4cccc(F)c4)ccc3c2)CC1	4
73	Cc1cc(C)c(NC(=O)C(C)n2nnc3sc4c(c3c2=O)CCCC4)c(C)c1 (stereo not given)	-14
74	Oc1cc(Br)ccc1/C=N/Nc1nc(N2CCCCCC2)nc(N2CCCCCC2)n1	4
75	CCc1ccc(NC(=O)CN2C(=O)C(c3ccc(F)cc3)=NC2(C)C)cc1	4
76	COc1ccccc1-c1ccnc(-n2ncc(C(=O)NC3Cc4ccccc4C3)c2C2CC2)n1	-10
77	FC(F)(F)c1nc(-c2cccs2)ncc1-c1nnnn1-c1ccc(Cl)cc1	-4
78	CC(=O)C1C(=O)C(=O)N(CCN2C(=O)C(=O)C(C(C)=O)C2c2ccccc2)C1c1ccccc1 (stereo not given)	4
79	COCCc1noc(-c2ccc(NCc3cccnc3)nc2)n1	1
80	CSc1nc(Nc2ccccc2Cl)c2c(N)nn(C)c2n1	-1
81	CCS(=O)(=O)N1CCCC(CCc2ccccc2)C1 (stereo not given)	-5
82	Cc1ncsc1CCC(=O)NCc1nc(-c2cccc(NC(=O)C3CCCN(C)C3)c2)oc1C (stereo not given)	-1
83	CCOc1ccc(-c2nonc2NC(=O)c2oc3ccc(C)cc3c2C)cc1OCC	1
84	S=C1OC(COc2ccccc2)CN1c1ccccc1 (stereo not given)	0
85	O=C(Nc1cc(Cl)ccc1Cl)c1cc(-c2cccs2)nc2ccccc12	5
86	CCOC(=O)c1nnn(C(CC)C(=O)Nc2ccc(F)cc2)c1C(=O)OCC (stereo not given)	-8
87	O=C(CN1CC(c2ccccc2)CC1=O)NCCN1Cc2ccccc2OC(c2ccccc2F)C1 (stereo not given)	2
88	CC1CCCCN1Cc1c(O)ccc2c(=O)c(-c3ccccc3)coc12 (stereo not given)	6
89	CC(=O)OCCCN(C)CC/C=C1/c2ccccc2CSc2ccccc21	-3
90	COc1ccc(-c2cc(C(F)(F)F)c3c(N)c(C(=O)NC(C)c4ccccc4)sc3n2)cc1 (stereo not given)	-6

# The list goes on:
entry	Compound	ROC1-CUL1 inh
91	Cc1ccc2cc3cn(-c4ccc(Cl)cc4)nc3nc2c1	9
92	Cc1cc(Nc2cccc(Cl)c2)nc2ccc(NC(=O)c3ccc(F)cc3Cl)cc12	-3
93	Cc1cc(C)cc(N2CCn3c2nc2c3c(=O)n(C/C=C/c3ccccc3)c(=O)n2C)c1	-4
94	Cc1ccc([C@@H]2C[C@H]3CN(C4CCCC4)C(=O)[C@]34CCCN24)o1	0
95	O=C(CC1(c2ccccc2)CC(=O)N(CCc2ccccn2)C1=O)N(Cc1ccccc1)CC1CC1 (stereo not given)	-2
96	Cn1nnc(-c2nc(N3CCOCC3)nc(N3CCOCC3)n2)n1	9
97	CO/C(C(=O)O)=C(\Cl)C1NC(c2ccccn2)c2ccccc2N=C1C (stereo not given)	1
98	COc1ccc(-n2nnc(C(=O)N3CCOCC3)c2C)cc1Cl	-2
99	CCCOc1ccc(-c2csc3ncn(CC(=O)OC)c(=O)c23)cc1	-2
100	O=C(O)c1scc(Br)c1-c1c(Br)csc1CO	-7
101	Cc1cccc(-c2cnc(C)nc2C2CCCN(C(=O)c3cccc(F)c3F)C2)c1 (stereo not given)	9
102	CC(C)Cc1ccc(CN2CCCC(NC(=O)CN3CCCCC3=O)C2)cc1 (stereo not given)	-7
103	CN(C)c1ncc2c(n1)CCCC2NC1CCN(c2ccccc2)CC1 (stereo not given)	9
104	O=C(CSc1nc2sc3c(c2c(=O)n1C1CCCCC1)CCCC3)c1ccccc1	5
105	CCOC(=O)Nc1ccncc1S(=O)(=O)N(C(=O)OCC)c1ccc(OC(C)C)cc1	-8

# Filtered by structure, the entries above containing a nitro group on carbon.
entry	Compound	ROC1-CUL1 inh
17	O=[N+]([O-])c1c(N2CCCC2)ncnc1N1CCCC1	3
29	O=C(Nc1cc(Oc2ccccc2)cc([N+](=O)[O-])c1)c1cc2nc(-c3cccs3)cc(C(F)(F)F)n2n1	13

# (continued)
entry	Compound	ROC1-CUL1 inh
106	Cc1ccc2[nH]cc(C(=O)O)c(=O)c2c1	1
107	Cc1cccc(C(=O)NC(=S)N=C2C(=O)N(c3ccccc3)N(C)C2C)c1 (stereo not given)	0
108	Cc1cc(C)cc(-n2ncc3c2CCCC3NC(=O)C(C)(C)O)c1 (stereo not given)	-5
109	Cc1ccc(Nc2nc(N/N=C/c3ccco3)nc(-n3nc(C)cc3C)n2)cc1	2
110	COc1ccc(NC(=O)c2c(NC(=O)c3ccc(Br)cc3)sc3c2CCCC3)cc1	3&3
111	Clc1ccc(-c2nnc(SCc3ccc(Br)cc3)o2)c(Cl)c1	2
112	CCNC(=O)CCc1ccc(CC)cc1	-4
113	Cc1ccc(CNC(=O)c2cccc(Cl)c2)cc1	-2
114	Cc1ccc(C(=O)Nc2ccc(C(=O)O)cc2)cc1S(=O)(=O)Nc1ccccc1	-1
115	COc1ccc2c(c1)sc1nc(C)c(CCO)c(=O)n12	5
116	COc1ccccc1NC(=O)c1sc2nc(-c3ccc(C)cc3)cc(-c3ccccc3)c2c1N	0
117	Cc1ccc(Cl)cc1NC(=O)CN1C(=O)c2ccccc2Sc2ncccc21	7
118	Cc1csc2cc(-c3cccc([N+](=O)[O-])c3)c(-c3cccc([N+](=O)[O-])c3)c[n+]12	-14

# Compound activity deposited in PubChem by Icahn School of Medicine at Mount Sinai.
